Pol kappa inh: qHTS for Inhibitors of Polymerase Kappa; DNA polymerase kappa (Homo sapiens), Q9UBT6; purified Pol kappa, fluorescent DNA synthesis assay, 10 min; Potency, µM (doses to about 107 µM), inactives show at the top dose activity, negative = inhibition, most hits filed as inhibitors; 400,000 tested, 0.53% active; also: potency is read from the fitted curve at half-maximal effect; % is scaled to controls: 0 for no effect and ±100 for the full control effect
Target sequence (Q9UBT6 whole entry, looked up): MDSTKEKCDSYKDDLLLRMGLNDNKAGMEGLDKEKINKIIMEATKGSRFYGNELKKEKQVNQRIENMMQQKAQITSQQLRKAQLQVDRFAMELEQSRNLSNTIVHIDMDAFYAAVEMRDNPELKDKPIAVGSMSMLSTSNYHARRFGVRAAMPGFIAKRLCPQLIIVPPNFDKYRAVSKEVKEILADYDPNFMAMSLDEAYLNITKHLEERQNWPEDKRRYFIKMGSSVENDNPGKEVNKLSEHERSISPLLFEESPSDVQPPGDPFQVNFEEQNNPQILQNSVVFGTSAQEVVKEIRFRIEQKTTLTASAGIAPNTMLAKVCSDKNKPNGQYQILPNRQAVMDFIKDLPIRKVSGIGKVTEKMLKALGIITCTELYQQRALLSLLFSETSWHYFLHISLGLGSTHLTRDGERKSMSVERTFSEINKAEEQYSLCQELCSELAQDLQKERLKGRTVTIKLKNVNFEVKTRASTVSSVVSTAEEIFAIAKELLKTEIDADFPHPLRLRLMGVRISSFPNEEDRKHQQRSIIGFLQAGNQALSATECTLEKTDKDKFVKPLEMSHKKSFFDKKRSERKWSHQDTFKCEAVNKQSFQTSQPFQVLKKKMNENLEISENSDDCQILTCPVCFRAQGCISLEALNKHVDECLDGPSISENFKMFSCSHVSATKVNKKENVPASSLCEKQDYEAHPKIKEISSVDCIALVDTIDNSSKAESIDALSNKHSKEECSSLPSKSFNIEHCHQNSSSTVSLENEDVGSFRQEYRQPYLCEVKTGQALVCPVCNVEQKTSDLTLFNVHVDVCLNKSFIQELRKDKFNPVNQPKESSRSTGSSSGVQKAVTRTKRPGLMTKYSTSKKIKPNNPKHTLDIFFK
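Here, compound and 10 nM enzyme are combined for 15 min at room temperature; adding 50 nM substrate (final) starts DNA synthesis, tracked by fluorescence at 0 and 10 min against buffer-only wells.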
Apoferritin bind: qHTS Assay for Identification of Novel General Anesthetics; 350,000 tested, 0.074% active; apoferritin/1-aminoanthracene competitive binding, fluorescence; Ferritin light chain (Equus caballus), P02791; Potency, µM (top dose mostly 77.5 µM), inactives show top-dose activity change, negative = displacement, actives largely listed as inhibitors; also: potency is read from the fitted curve at half-maximal effect; % is scaled to controls: 0 for no effect and ±100 for the full control effect; nearly all actives have a fitted effect of over 20% in size
Target sequence (P02791 2-175 limits assumed): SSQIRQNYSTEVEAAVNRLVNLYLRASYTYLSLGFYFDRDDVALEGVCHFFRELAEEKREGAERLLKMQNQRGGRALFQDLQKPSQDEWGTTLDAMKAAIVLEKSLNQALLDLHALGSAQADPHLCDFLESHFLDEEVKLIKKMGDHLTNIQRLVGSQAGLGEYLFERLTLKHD
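Read-out: endpoint 1-AMA fluorescence, excitation 380 nm and emission 535 nm, after compounds sit 10 min at room temperature with 10 uM horse-spleen apoferritin in 50% saturated 1-AMA/PBS. Values come from four-parameter Hill fits.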
BLM inh: qHTS Assay for Inhibitors of Bloom's syndrome helicase (BLM) | RecQ-like DNA helicase BLM (Homo sapiens), P54132 | Potency, µM (highest dose often 56.1 µM), inactives show at the highest dose activity change, negative = inhibition, usual class: inhibitors | 350,000 tested, 0.2% active | recombinant BLM DNA unwinding, fluorescence dequenching;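 also: potency is read from the fitted curve at half-maximal effect; plate controls were vehicle for no effect and no enzyme for full effect; nearly all actives have a fitted effect of over 35% in size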
POLI inh: qHTS for Inhibitors of Polymerase Iota. Potency, µM (highest dose often 115 µM), without a hit: top-dose activity, negative = inhibition, most hits filed as inhibitors. 390,000 tested, 1% active. AID 588590, 2011. Pol iota fluorescent replication assay, 10 min. DNA polymerase iota (Homo sapiens), Q9UNA4; also: potency is read from the fitted curve at half-maximal effect
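Pol iota at 10 nM preincubated 15 min with compounds at room temperature; reaction started with fluorescent substrate, 50 nM final. Fluorescence read kinetically at 0 and 10 min; buffer-only wells as negative control.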
12-LOX inh: Primary qHTS assay for inhibitors of human arachidonate 12S-lipoxygenase (ALOX12): Round 2. Polyunsaturated fatty acid lipoxygenase ALOX12 (Homo sapiens), P18054. Potency, µM (titrated, usually from 108 µM), for the others: at the top dose activity change, negative = inhibition, usual class: inhibitors. 580,000 tested, 1.1% active. AID 1671190, 2021. purified 12hLO, xylenol orange hydroperoxide absorbance; also: potency is read from the fitted curve at half-maximal effect; % is scaled to controls: 0 for no effect and ±100 for the full control effect
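Purified human 12hLO at 150 nM in 25 mM Hepes, 0.01% Triton X-100, pH 7.0, preincubated 15 min at room temperature with compound. Reaction started with 40 uM arachidonic acid, 30 min at room temperature. Hydroperoxide measured by Fe-xylenol orange, 573/405 nm absorbance ratio.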
Pol beta inh: qHTS Assay for Inhibitors of DNA Polymerase Beta | 340,000 tested, 1.3% active | Potency, µM (top dose mostly 114 µM), inactives show at the highest dose activity change, negative = inhibition, most hits filed as inhibitors | P06746 | Pol beta primer extension/strand displacement, fluorescence kinetic; also: potency is read from the fitted curve at half-maximal effect; % is scaled to controls: 0 for no effect and ±100 for the full control effect
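Kinetic readout of DNA synthesis with strand displacement by Pol beta. Compound and 10 nM enzyme sit 15 min at room temperature; 50 nM substrate starts the reaction, read immediately and at 10 min.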
TRHR ag: qHTS for Small Molecule Agonists and Allosteric Enhancers of Human TRH Receptor: Primary Screen for Agonists; Thyrotropin-releasing hormone receptor (Homo sapiens), P34981; TRHR cells, calcium flux fluo-8, FDSS agonist mode; activation, % at 2 µM; 360,000 tested, 0.18% active; AID 493084, 2011; in the data active = activation above about 30%; also: 0% is about no effect
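Agonist-mode FDSS calcium read (Ex 480/Em 530, 1 s cycles) in 1536-well TRHR cells with fluo-8 dye, after 10-cycle baseline and 23 nL compound addition; TRH at EC20 (10 nM final) added afterwards for the enhancer phase.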
ERG-DNA inh: qHTS for Small Molecule Inhibitors of the ERG Ets/DNA interaction | 370,000 tested, 0.028% active | Transcriptional regulator ERG (Homo sapiens), P11308 | Potency, µM (highest dose often 76.9 µM), inactives show at the top dose FP activity, negative = inhibition, hits mostly inhibitors | fluorescence polarization, His-ERG Ets domain / labelled DNA; active = well fitted inhibition curve with a large enough effect in the polarisation, with a control signal flat; inconclusive = small, poorly fitted or top-dose-only effect, or effect the other way, or a change in a side signal; inactive = no such curve, though single readings can be large or run the other way; the % refers to the polarisation;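 also: polarization taken with two DNA probes labelled with fluorescein and Texas red; potency is read from the fitted curve at half-maximal effect; % of control where 0% means no effect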
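His-tagged ERG Ets domain (1 uM in the protein solution; 300mM KCl, 50mM Tris-HCl, 1mM EDTA, 1mM DTT, pH 7.5) received compound, then a probe mix of 5 nM fluorescein-DNA and 100nM Texas-615-DNA. Fluorescence polarization was read for both dyes.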
APE1 inh: qHTS Assay for Inhibitors of the Human Apurinic/apyrimidinic Endonuclease 1 (APE1). DNA repair nuclease/redox regulator APEX1 (Homo sapiens), P27695. recombinant APE1, TAMRA/BHQ-2 abasic DNA cleavage fluorescence. Potency, µM (series often up to 65.8 µM), for the others: at the highest dose activity change, negative = inhibition, usual class: inhibitors. 350,000 tested, 0.35% active. AID 2517, 2012;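 also: potency is read from the fitted curve at half-maximal effect; plate controls were vehicle for no effect and reference inhibitor for full effect; nearly all actives have a fitted effect of over 55% in size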
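Endonuclease cleavage of a quenched abasic-site DNA duplex (50 nM) by APE1 (0.75 nM) was tracked by TAMRA dequenching. Compounds were preincubated with enzyme 15 min at room temperature; data normalized to buffer-only and DMSO wells plus NSC13755 control.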
* marks the source's active call; other numbers are inactive results; & = joins results of further samples; [ ] = another dose, or the depositor's remark. Unless noted, calls follow the shape of the dose curve; as a rule, active = well fitted curve in the direction sought with a large enough effect; inconclusive = small, poorly fitted or top-dose-only effect, or another doubt; inactive = no such curve, though single readings can be large; an effect the other way counts as inactive or inconclusive.

CC(NC(=O)C(=S)N1CCN(C)CC1)c1ccccc1 (configuration not stated) was read as Pol kappa inh -20%, Apoferritin bind 1%, BLM inh 9%, POLI inh 14%, 12-LOX inh 13%, Pol beta inh -1%, TRHR ag -2.1, ERG-DNA inh 9% and APE1 inh 2%.
COc1ccccc1N1CC(C)(C)C(=O)N(C(=O)c2c(F)cccc2Cl)C1=S was read as Pol kappa inh -13%, Apoferritin bind 7%, BLM inh -8%, POLI inh 32%[activator], 12-LOX inh 0%, Pol beta inh 12%, TRHR ag 0.7, ERG-DNA inh 4% and APE1 inh -7%.
O=S(=O)(c1ccccc1)N1CCSC1c1ccco1 (configuration not stated) was read as Pol kappa inh -8%, Apoferritin bind -18%, BLM inh -12%, POLI inh inconclusive, 12-LOX inh inconclusive, Pol beta inh 45µM*, TRHR ag 0.4, ERG-DNA inh 9% and APE1 inh inconclusive.
CNC(=O)c1ccsc1NC(=O)CS(=O)(=O)c1ccccc1 was read as Pol kappa inh -1%, POLI inh 46%[activator], 12-LOX inh 10%, TRHR ag 0.6, ERG-DNA inh -3% and APE1 inh -7%.
Screening O=C(N/N=C1/CCSC1)c1cccc([N+](=O)[O-])c1 returned Pol kappa inh -15%, Apoferritin bind 4%, BLM inh 1%, POLI inh 9%, 12-LOX inh 12%, Pol beta inh 2%, TRHR ag 0.0, ERG-DNA inh 3% and APE1 inh -11%.
For CCN(C(=O)Cn1cnc2c1c(=O)n(C)c(=O)n2C)C1CCS(=O)(=O)C1 (configuration not stated) the results were Pol kappa inh 13%, POLI inh 36%[activator], 12-LOX inh -22%, TRHR ag -0.3, ERG-DNA inh -1% and APE1 inh 3%.
CCc1ccc(S(=O)(=O)NCCc2csc3nc(-c4ccccc4)nn23)s1 was read as Pol kappa inh -14%[60.1 µM], Apoferritin bind 285%[activator], BLM inh -7%, POLI inh inconclusive, 12-LOX inh -11%, Pol beta inh 12%, TRHR ag -0.7 and ERG-DNA inh 2%.
Screening Cc1ccc(C(=O)Nc2cc(C(C)C)c(O)c(C(C)C)c2)cc1 returned Pol kappa inh -12%, Apoferritin bind -14%, BLM inh -5%, POLI inh 0%, 12-LOX inh -11%, Pol beta inh 20%, TRHR ag -0.3, ERG-DNA inh -11% and APE1 inh 1%.
For CC(=O)Nc1ccccc1C(=O)C(=O)Nc1cccc(C(=O)N2CC(C)CC(C)C2)c1 (configuration not stated) the results were Pol kappa inh -4%, Apoferritin bind -15%, BLM inh -5%, POLI inh 124%[activator], 12-LOX inh 11%, Pol beta inh 2%, TRHR ag -0.4, ERG-DNA inh -3% and APE1 inh -2%.
Cc1ccc(OC(=O)CCC(=O)N2CCc3ccccc32)cc1 was read as Pol kappa inh -20%, Apoferritin bind inconclusive, BLM inh -6%, POLI inh 6%, 12-LOX inh -24%, Pol beta inh 32%, TRHR ag -1.5 and APE1 inh 19%.
For Cc1ccc2c(CC(=O)Nc3ccccc3C(F)(F)F)coc2c1C the results were Pol kappa inh -11%, Apoferritin bind -12%, BLM inh -1%, POLI inh -12%, 12-LOX inh -15%, Pol beta inh 31%, TRHR ag 0.1 and ERG-DNA inh 3%.
Screening COc1cc(SC)ccc1C(=O)NCc1ccc(C)cc1 returned Pol kappa inh -11%, Apoferritin bind inconclusive, BLM inh -5%, POLI inh 4%, 12-LOX inh 12%, Pol beta inh 0%, TRHR ag 0.2, ERG-DNA inh 3% and APE1 inh -3%.
For CC(=O)C1=C(O)C(=O)N(c2ccc(C)cc2)C1c1ccc([N+](=O)[O-])cc1 (configuration not stated) the results were Pol kappa inh -9%, Apoferritin bind -9%, BLM inh 3%, POLI inh 11%, 12-LOX inh inconclusive, Pol beta inh 0%, TRHR ag -0.8, ERG-DNA inh -11% and APE1 inh 5%.
For O=C1CNC(=O)/C1=C/c1ccc(O)cc1 the results were Pol kappa inh -19%, Apoferritin bind -8%, BLM inh 1%, POLI inh inconclusive, 12-LOX inh inconclusive, Pol beta inh 35%, TRHR ag 2.5, ERG-DNA inh -1% and APE1 inh 0.89µM*.
`O=C(c1cccc(F)c1)N1CCC2(CC1)CCN(c1cccc(-c3ccccc3)c1)CC2` gave Pol kappa inh 3%[60.1 µM], BLM inh -8%, 12-LOX inh inconclusive and APE1 inh inconclusive.

The list goes on; the last 2 above are carried over.
For O=C1CNC(=O)/C1=C/c1ccc(O)cc1 the results were Pol kappa inh -19%, Apoferritin bind -8%, BLM inh 1%, POLI inh inconclusive, 12-LOX inh inconclusive, Pol beta inh 35%, TRHR ag 2.5, ERG-DNA inh -1% and APE1 inh 0.89µM*.
`O=C(c1cccc(F)c1)N1CCC2(CC1)CCN(c1cccc(-c3ccccc3)c1)CC2` gave Pol kappa inh 3%[60.1 µM], BLM inh -8%, 12-LOX inh inconclusive and APE1 inh inconclusive.
`Cc1ccc(/C=N/Nc2ccc(Cl)c(C(=O)O)c2)s1` gave Pol kappa inh -13%, Apoferritin bind -2%, BLM inh -5%, POLI inh -6%, 12-LOX inh -29%, Pol beta inh 40%, TRHR ag -1.0, ERG-DNA inh -5% and APE1 inh 13%.
Screening CNc1nc(Oc2ccc(=O)n(C)n2)nc(N2CCOCC2)n1 returned Pol kappa inh 0%&3%, Apoferritin bind -17%&-5%, BLM inh -1%&0%, POLI inh 5%&10%, 12-LOX inh 8%&2%, Pol beta inh 31%&15%, TRHR ag 0.5&-0.5, ERG-DNA inh -1%&-4% and APE1 inh -2%.
Screening Cc1cc(=O)n2c3ccccc3n(CC(O)CN3CCCC3)c2c1C#N (configuration not stated) returned Pol kappa inh 6%, Apoferritin bind -7%, BLM inh 50%[activator], POLI inh -19%, 12-LOX inh 6%, Pol beta inh -4%, TRHR ag -0.2 and APE1 inh 6%.
`CC(=O)Nc1ccc(NC(=O)N(c2ccccc2)c2ccccc2)cc1` gave Pol kappa inh -1%, Apoferritin bind -5%, BLM inh 0%, POLI inh 19%, 12-LOX inh -1%, Pol beta inh 15%, TRHR ag 0.0, ERG-DNA inh 0% and APE1 inh 2%.
Screening CCCN(CCC)Cc1c(C(=O)N/N=C/c2ccc(Br)cc2)nnn1-c1nonc1N returned Pol kappa inh -3%, Apoferritin bind -21%, BLM inh -13%, POLI inh 48%[activator], 12-LOX inh -11%, Pol beta inh -6%, TRHR ag 1.2, ERG-DNA inh 16% and APE1 inh 22%.
Screening COc1ccc(OC2OC3COC(c4ccco4)OC3C(O)C2NC(C)=O)cc1 (configuration not stated) returned Pol kappa inh 6%, Apoferritin bind 2%, BLM inh 0%, POLI inh 0%, 12-LOX inh 17%, Pol beta inh -20%, TRHR ag -0.2, ERG-DNA inh -5% and APE1 inh -1%.
`CCOC(=O)c1[nH]c2ccc(F)cc2c1NC(=O)CN1CCc2cc(OC)c(OC)cc2C1` gave Apoferritin bind -13%, BLM inh -2%, Pol beta inh -2%, TRHR ag 0.0 and APE1 inh -2%.
Cc1cc(C)c(NC(=O)CS(=O)CC(=O)N2CCN(c3ccccc3)CC2)c(C)c1 (configuration not stated) was read as Pol kappa inh -10%, Apoferritin bind -13%, BLM inh 2%, POLI inh 12%[58.9 µM], 12-LOX inh 13%, Pol beta inh 1%, TRHR ag -0.1, ERG-DNA inh -1% and APE1 inh 13%.
`COc1ccc(C(=O)O)cc1S(=O)(=O)Nc1ccc2cn[nH]c2c1` gave Pol kappa inh -4%, POLI inh 86%[activator], 12-LOX inh inconclusive, ERG-DNA inh 0% and APE1 inh -8%.
`COc1ccccc1C(=O)NC(=O)COC(=O)c1nc(Cl)ccc1Cl` gave Pol kappa inh -3%, POLI inh 30%, 12-LOX inh -17%, TRHR ag -0.4, ERG-DNA inh -8% and APE1 inh 1%.
Screening COc1ccc(-c2ccc(CCC(=O)O)n2C(C)C)cc1 returned Pol kappa inh -10%[60.1 µM], Apoferritin bind 9%, BLM inh -1%, POLI inh 6%, 12-LOX inh inconclusive, Pol beta inh 18%, TRHR ag 0.5 and APE1 inh -2%.
For COc1ccccc1OCCC(=O)OCC(=O)Nc1cccc(Br)c1 the results were Pol kappa inh -7%, Apoferritin bind -8%, BLM inh -1%, POLI inh 63%[activator], 12-LOX inh -17%, Pol beta inh -11%, TRHR ag -0.6, ERG-DNA inh 2% and APE1 inh -1%.
CC12CCC3C(CCC4N(CCO)CCC34C)C1CCC2O (configuration not stated) was read as Pol kappa inh 9%, Apoferritin bind 7%, BLM inh 2%, POLI inh 18%, 12-LOX inh 33%[activator], Pol beta inh 23%, TRHR ag 0.6, ERG-DNA inh 4% and APE1 inh -11%.
O=C(Nn1cnc2ccccc2c1=O)c1ccc(Cl)c([N+](=O)[O-])c1 was read as Pol kappa inh -1%, Apoferritin bind -5%, BLM inh -2%, POLI inh 114%[activator], 12-LOX inh 65%[activator], Pol beta inh 30%, TRHR ag 0.6, ERG-DNA inh 5% and APE1 inh 20%.

Assay outcomes (PubChem BioAssay)

Some of the compounds tested; rates above refer to the full screens.
